cardiac RTF act = cardiac RTF calcium sensitization | P19429+P45379 | IANBD-labeled TnC RTF fluorescence at EC20 calcium; 0% EC20 calcium, 100% full calcium | activation, % at 7.2 µM | 340,000 tested, 0.24% active | AID 493008;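 active = activation above the mean over all tested compounds plus 3 SD, cut at about 30% in these data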;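 note: rise in fluorescence read as greater calcium sensitivity of cardiac thin filaments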
Rtt109 Vps75 = inhibitors of Candida albicans Rtt109/Vps75 histone acetyltransferase; Q5AAJ8; purified Rtt109/Vps75, ThioGlo CoA-SH fluorescence, 4 h; inhibition, % at 34.9 µM; 330,000 tested, 0.16% active; AID 540336;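 active = inhibition of at least 50% in every replicate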
MITF act = activators of MITF-driven TRPM1 promoter activity in SK-MEL-5 cells; SK-MEL-5 TRPM1-promoter luciferase, 24 h; % of positive control, neutral wells = 0; activation, % at 12.5 µM; 300,000 tested, 0.75% active;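 active = mean activation of at least 80% with every replicate also reaching 80%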;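 note: 0% = neutral control wells and 100% = parthenolide positive control wells; values of inactives mirror those of a sister screen read the other way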
CDK5 p35 inh = inhibitors of human CDK5/p35 kinase; Q00535+Q15078; Recombinant CDK5/p35, ADP-Glo luminescence, 60 min; inhibition, % at 10 µM; 330,000 tested, 0.01% active; AID 488839;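 active = highest replicate inhibition of at least 50% and at least 75% of replicates reaching 50%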;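 note: plate controls were DMSO neutral control for no effect and GW8510 at 10 µM for full effect; many of its hits are not listed in these tables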
Target sequence (Q00535 whole entry, looked up): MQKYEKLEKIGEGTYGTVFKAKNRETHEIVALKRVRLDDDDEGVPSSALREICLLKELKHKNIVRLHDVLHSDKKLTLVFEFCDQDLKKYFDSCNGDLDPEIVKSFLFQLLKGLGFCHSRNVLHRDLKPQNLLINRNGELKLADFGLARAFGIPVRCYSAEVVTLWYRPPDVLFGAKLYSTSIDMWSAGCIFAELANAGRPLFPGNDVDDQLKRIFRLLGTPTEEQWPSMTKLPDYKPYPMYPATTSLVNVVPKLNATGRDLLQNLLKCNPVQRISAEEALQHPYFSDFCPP
Target sequence (Q15078 whole entry, looked up): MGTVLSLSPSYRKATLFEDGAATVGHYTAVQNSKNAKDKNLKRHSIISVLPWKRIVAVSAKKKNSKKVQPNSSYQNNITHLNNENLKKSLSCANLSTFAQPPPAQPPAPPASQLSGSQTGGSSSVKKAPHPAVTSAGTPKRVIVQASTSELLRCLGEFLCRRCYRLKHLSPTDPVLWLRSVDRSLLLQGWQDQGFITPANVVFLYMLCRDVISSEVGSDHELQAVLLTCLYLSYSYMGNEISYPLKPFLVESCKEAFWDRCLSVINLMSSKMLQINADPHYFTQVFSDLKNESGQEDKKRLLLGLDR
Wnt bcat act = activators of Wnt/beta-catenin signaling. 300,000 tested, 1.2% active. AID 743398. Wnt/beta-catenin reporter cell assay, activator, plate reader. activation, % at 9.35 µM; in the data active = activation above about 30%, passing the limit was not always enough;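 note: 0% = neutral control wells and 100% = positive control wells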
SR-BI HDL uptake = blocks mouse SR-BI lipid uptake from DiI-HDL. Q61009. inhibition, % at 12.5 µM. ldlA[mSR-BI] CHO cells, DiI-HDL uptake fluorescence, 3 h. 320,000 tested, 0.96% active;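 active = mean replicate inhibition of at least 70% and a set share of replicates each scoring 70 or more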;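 note: 0% = median of neutral control wells and 100% = median of positive control wells; values of inactives mirror those of a sister screen read the other way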
SR-BI uptake up = activators of SR-BI mediated HDL lipid uptake. CHO ldlA[mSR-BI] cells, DiI-HDL uptake fluorescence, 3 h; 100 = double the neutral-control signal. activation, % at 12.5 µM. 320,000 tested, 0.096% active;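 active = mean replicate activation of at least 60% and every replicate at or above 60%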;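 note: 0% = median plate neutral-control signal and 100% = twice that signal; values of inactives mirror those of a sister screen read the other way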
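Material – SR-BI-overexpressing, LDLR-lacking CHO cells · Medium – BSA-supplemented, HEPES-buffered Ham's F12, pH 7.4 · Doses – single concentration · Times – compound with DiI-HDL co-incubation, 3 h at 37 °C · Measured by – bottom-read fluorescence, 550/595 nm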
PvdQ acylase = P. aeruginosa PvdQ acylase inhibition; purified PvdQ acylase, fluorescence plate reader; inhibition, % at 10 µM; 340,000 tested, 0.063% active; AID 488965; in the data active = inhibition above about 30%, passing the limit was not always enough;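 note: 0% = vehicle neutral wells and 100% = reference inhibitor wells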
dFosB act = enhances mouse delta FosB homodimer DNA binding. 340,000 tested, 0.99% active. purified delta FosB, TAMRA-CDK5 oligo fluorescence polarization; percent of positive-control signal above neutral wells. P13346. AID 493131. activation, % at 25 µM;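 active = mean activation above about 17%, with every replicate also reaching it, limit read from the data, passing the limit was not always enough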;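 note: fluorescence polarization rise as delta FosB binds a TAMRA Cdk5 AP-1 oligo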
HTR5A ag ctr = counter-screen for OPRM1-OPRD1 agonists: human HTR5A agonism; HTR5A agonist assay, luminescence, cell-based; activation, % at 9.3 µM; AID 504692; 340,000 tested, 0.61% active; in the data active = activation mostly above about 9.5%, no sharp cut-off; inactive = mostly below about 7.6%;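 note: 0% = cells with vehicle only and 100% = reference agonist; strong numbers were not always called active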
Target sequence (P47898 whole entry, looked up): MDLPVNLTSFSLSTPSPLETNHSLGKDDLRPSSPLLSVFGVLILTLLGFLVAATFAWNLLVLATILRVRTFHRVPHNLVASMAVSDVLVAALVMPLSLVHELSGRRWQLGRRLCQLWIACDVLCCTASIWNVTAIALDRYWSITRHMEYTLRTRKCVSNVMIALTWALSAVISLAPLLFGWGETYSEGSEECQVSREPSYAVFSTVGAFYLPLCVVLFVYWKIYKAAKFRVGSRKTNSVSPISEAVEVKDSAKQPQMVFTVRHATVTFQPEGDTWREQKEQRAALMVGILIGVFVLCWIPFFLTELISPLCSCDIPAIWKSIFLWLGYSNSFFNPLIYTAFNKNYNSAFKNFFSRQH
* hit, by the source's call; x = no result given. Random draw from the library; any-hit rate near 4.4%.

SMILES	cardiac RTF act	Rtt109 Vps75	MITF act	CDK5 p35 inh	Wnt bcat act	SR-BI HDL uptake	SR-BI uptake up	PvdQ acylase	dFosB act	HTR5A ag ctr
CC(=O)NC1C(=O)N(CCN2CCOCC2)c2ccc(Cl)cc21 (stereo not drawn)	-1	-11	-4	1.0	0	-6	6	-4	-5	-1
CCC(=Nc1ccccc1OC)C1=C(O)CC(c2ccccc2)CC1=O (stereo not drawn)	0	-26	-1	2.4	-9	-20	20	-7	-1	0
CC(C)(C)C(=O)NC(=S)Nc1ccccc1C(N)=O	3	1	12	0.1	x	-29	29	-7	1	-1
C/C=C/COC(=O)c1[nH]c2c(c1C)C(=O)CC(c1ccco1)C2 (stereo not drawn)	1	12	x	0.2	-17	78*	-78	-17	-25	6
O=C(NCc1ccco1)C1CCCN(S(=O)(=O)c2ccc(Cl)cc2)C1 (stereo not drawn)	-2	-8	x	1.1	x	-2	2	-7	7	-1
CCN(C(=O)CCCC(=O)N(CC)c1ccccc1)c1ccccc1	-5	-11	0	-0.5	x	3	-3	-8	2	1
CCOC(=O)Cc1csc(SCC(=O)N2CCN(c3ccc(OC)cc3)CC2)n1	-3	x	x	1.6	x	11	-11	-7	-2	4
Cc1nn(C)c(Oc2ccc(Cl)cc2)c1C(=O)O	6	-5	x	-0.3	-3	-4	4	-11	-2	6
O=C(NCc1ccc(F)cc1)c1ccc(Br)o1	4	17	5	0.3	-1	0	0	1	2	11
CN(c1ccccc1)S(=O)(=O)c1cccc(C(=O)OCC(=O)Nc2ccc(C(N)=O)cc2)c1	-3	-6	-12	-1.7	-7	10	-10	-6	-18	-1
COc1ccc(C)cc1NC(=O)CSc1nnc(-c2ccc(OC)c(OC)c2)n1N	0	12	x	0.4	5	29	-29	-6	-12	3
Cc1noc(C)c1CN1C(=O)c2ccccc2C1=O	9	-2	-4	1.6	-3	-13	13	-10	-3	2
CCOC(=O)c1cnc2c(c(C)nn2C)c1Oc1ccccc1F	5	-9	x	1.0	-2	-5	5	-2	-11	0
COc1cccc(OC)c1C(=O)Nn1c(-c2cccc(C)c2)nc2ccccc2c1=O	1	-3	5	1.8	-15	-19	19	2	6	2
Cc1cccc(Nc2nc(NCCCN3CCOCC3)nc(N)c2[N+](=O)[O-])c1	1	1	12	1.0	-3	22	-22	-5	37*	-2
COc1ccc(-c2nnc(SC(C)C(=O)Nc3nccs3)n2-c2ccccc2)cc1OC (stereo not drawn)	11	7	-9	-7.2	-1	-1	1	-15	-6	2
Cc1ccc(C2OC34CCCCCC3C(C#N)(C(=N)O4)C2(C#N)C#N)cc1 (stereo not drawn)	6	-2	-2	-0.4	-2	-29	29	2	-8	0
Cc1ccc(C)c(C(=O)COC(=O)CCCC(=O)Nc2cc(C(F)(F)F)ccc2Cl)c1	4	-9	10	-1.5	4	7	-7	-11	0	5
O=C(c1cccc(S(=O)(=O)N2CCc3ccccc32)c1)N1CCN(c2ccccc2)CC1	3	19	-1	-1.5	0	16	-16	11	-6	2
Cc1cccc(OCCCSc2nc3ccccc3[nH]2)c1	-1	-5	10	-1.2	-5	-12	12	-7	5	6

Remaining list, next part.
SMILES	cardiac RTF act	Rtt109 Vps75	MITF act	CDK5 p35 inh	Wnt bcat act	SR-BI HDL uptake	SR-BI uptake up	PvdQ acylase	dFosB act	HTR5A ag ctr
O=C(Nc1nc(-c2ccccc2)cs1)c1ccc(N2CCOCC2)c([N+](=O)[O-])c1	-17	0	-81	-0.4	x	79*	-79	-5	9	8
Cc1cc(Cl)nc(-c2ccccc2O)n1	-4	9	-9	2.2	11	x	x	5	-8	3
O=C(NCCCN1CCOCC1)c1ccc2c(c1)N(Cc1cccc(Cl)c1)C(=O)c1ccccc1S2=O (stereo not drawn)	-3	-3	8	-0.5	2	-5	5	-14	-3	-2
Cc1cccc(OCC(=O)NCc2ccc(F)cc2)c1	1	13	-7	0.1	-2	9	-9	0	-7	6
O=C(C(=O)N1CCCc2ccccc21)c1c[nH]c2ccccc12	7	13	-14	-0.7	-1	-1	1	-9	-7	6
Cc1ccc(OCCCN2CCOCC2)c([N+](=O)[O-])c1	3	7	53	-2.2	11	-23	23	-7	-7	-3
COC(=O)CN1C(=O)N/C(=C/c2cc3c(cc2OC)OCO3)C1=O	2	15	-14	-2.2	-2	-15	15	-14	-2	-5
O=C(COC(=O)c1cnccn1)NCCc1ccc(Cl)cc1Cl	-2	-7	1	0.1	3	-10	10	5	-1	-5
O=C(Cn1c(=O)sc2ccccc21)NCc1ccccn1	5	0	38	-0.3	4	-23	23	16	-1	-4
COC(=O)NNC(=S)NCc1ccc(C)cc1	-2	0	-15	-1.6	x	-36	36	-10	2	-1
COc1ccc(-c2c(C#N)c(N)nc3c2c(=O)n(C)c(=O)n3C)cc1	0	4	-6	-1.3	x	-19	19	-4	-5	1
CCOC(=O)N1CCN(C(=O)CSc2nnc(-c3cccs3)o2)CC1	4	1	-4	0.4	0	-9	9	4	12	0
Cc1ccc(CNc2cnn(C34CC5CC(CC(C5)C3)C4)c(=O)c2Cl)cc1	-3	7	-18	-0.3	-7	5	-5	20	-8	-2
Cc1ccccc1C(=O)N[C@H](C(=O)Nc1ccc(Cl)c(Cl)c1)C(C)C	-2	5	-4	0.0	-2	-13	13	-4	1	0
CCn1c(COc2ccc(Cl)cc2)nnc1SC1CCc2ccccc2C1=O (stereo not drawn)	-8	4	-19	-1.1	-1	2	-2	-6	1	0
CCOCc1[nH]c(=S)[nH]c(=O)c1Cc1ccc(OC(C)C)cc1	-3	20	-11	-1.4	1	10	-10	-6	-8	-3
CCOC(=O)C1=C(c2ccccc2)N=c2s/c(=C\c3ccco3)c(=O)n2C1c1cccs1 (stereo not drawn)	3	-6	-2	0.9	x	20	-20	2	-11	2
CCCc1cc(C(=O)OC)c(NC(=O)c2cc(C)on2)s1	-2	-9	x	-0.3	-7	17	-17	-9	-10	1
CCCN1C(=O)/C(=C\C=C2/Sc3ccccc3N2CCO)SC1=S	-1	-1	-11	2.2	-18	12	-12	0	4	-3
Cc1ccc(C(=O)OC2OC(=O)C(Cl)=C2N2CCOCC2)cc1 (stereo not drawn)	-6	-7	-2	x	x	-11	11	8	0	5

Next section:
SMILES	cardiac RTF act	Rtt109 Vps75	MITF act	CDK5 p35 inh	Wnt bcat act	SR-BI HDL uptake	SR-BI uptake up	PvdQ acylase	dFosB act	HTR5A ag ctr
COc1ccc(S(=O)(=O)N2CCN(C(=O)c3ccc(NC(C)=O)cc3)CC2)cc1	3	-1	4	-1.8	0	-3	3	-10	-9	0
COCc1c(C(=O)OCC(=O)N(C)C2CCS(=O)(=O)C2)oc2ccccc12 (stereo not drawn)	-6	0	-6	1.3	-2	-8	8	-6	1	4
O=C(Nc1nnc(C2CC2)s1)c1cc(Cl)sc1Cl	-7	-2	6	0.0	7	-20	20	24	1	-1
COc1cccc(C(=O)NNC(=O)C2CCCO2)c1 (stereo not drawn)	-2	-9	0	-1.9	-2	x	x	-8	-1	-2
O=C(c1ccc(CS(=O)c2ccc(F)cc2)o1)N1CCN(C2CCCCC2)CC1 (stereo not drawn)	0	-1	2	0.8	0	8	-8	-7	-15	2
Cc1ccc(N(C(=O)c2snc(C(N)=O)c2N)C(CC(C)C)C(=O)NC2CCCC2)cc1 (stereo not drawn)	-3	5	-3	0.8	-2	-10	10	-3	-8	5
Nc1nncn1C(=O)CCCOc1ccc(Cl)cc1Cl	1	0	5	-0.8	x	-33	33	-22	-4	5
CC1(C)Cc2c(C#N)c(NCCN3CCOCC3)nc(-c3ccco3)c2CO1	-4	-2	0	0.1	-5	-2	2	1	-3	1
CN(Cc1ccccc1)C(=C(Cl)Cl)/C(=C1/NCCN1C)[N+](=O)[O-]	1	-4	5	0.2	-1	-8	8	-5	-6	-3
COc1ccc(C(=O)CNc2ccccc2CO)cc1	-2	0	52	-1.2	1	-9	9	-4	-4	0
Cc1cccc(N2C(=O)C3C4CC(C(Br)C4Br)C3C2=O)n1 (stereo not drawn)	0	0	1	-1.4	-3	1	-1	-5	0	-2
COc1ccc(-c2cc(C(=O)NCC3CCCO3)c3cc(C)ccc3n2)cc1 (stereo not drawn)	4	-6	38	4.7	19	72*	-72	7	-15	-10
c1ccc(CSc2n[nH]c(-c3ccco3)n2)cc1	2	5	21	0.6	13	-1	1	6	-6	0
CCOc1ccc(C(=O)Nc2c(C(N)=O)oc3ccccc23)cc1	-2	-5	5	-1.9	x	11	-11	5	-4	6
Cc1ccc(C(=O)N2CCN(S(=O)(=O)c3ccccc3)CC2)cc1	9	5	4	-1.1	0	-17	17	2	-5	-1
CCOC(=O)c1cc2c(ccn2C)n1CC(=O)N1CCC(C)CC1	-8	-2	1	x	-4	-11	11	-8	-5	-1
O=S(=O)(NCc1ccc(Cl)cc1)c1ccc(Cl)nc1	2	1	10	-0.4	x	-33	33	-14	-3	-2
CCOc1cc(C(=O)NC(C)Cc2cccs2)cc(OCC)c1OCC (stereo not drawn)	2	-1	-8	-3.1	-20	5	-5	-24	-6	-4
CC(=O)N1CCc2ccccc2C1CC(=O)O (stereo not drawn)	-1	-7	-8	1.1	-1	-11	11	-5	0	2
COc1ccccc1NC(=O)CSc1nn2c(=O)c(C)nnc2s1	-3	-8	-9	0.2	1	-2	2	-3	4	-1

Continuation.
SMILES	cardiac RTF act	Rtt109 Vps75	MITF act	CDK5 p35 inh	Wnt bcat act	SR-BI HDL uptake	SR-BI uptake up	PvdQ acylase	dFosB act	HTR5A ag ctr
CCOCCCn1c(SCC(=O)Nc2ccc(OC)cc2)nc2ccccc2c1=O	-3	-12	2	-1.6	-1	2	-2	-10	5	4
Cc1onc(-c2ccccc2Cl)c1C(=O)N1CCN(c2ccccc2)CC1	5	-3	7	0.8	x	-5	5	-2	-5	0
CN(C)S(=O)(=O)c1ccc(C(=O)OCC2CC2(Cl)Cl)cc1 (stereo not drawn)	-10	-5	8	0.5	-2	-13	13	-6	-6	10
Cc1cc(C(=O)NC(C)C2CCCO2)c(C)o1 (stereo not drawn)	9	16	x	-0.1	0	-7	7	17	-2	0
O=c1c2ccccc2nc(-c2ccco2)n1/N=C/c1ccccc1O	-8	8	28	0.3	7	53	-53	21	-7	2
CCCN(CCC)S(=O)(=O)c1ccc(NS(C)(=O)=O)cc1	2	-1	x	-1.2	-1	-21	21	-3	13	2
Cc1nnc(N/N=C/c2c(Cl)cccc2Cl)n1N	1	5	-2	-1.5	-2	5	-5	2	5	3
c1ccc(CC2CCN(c3ncnc4sccc34)CC2)cc1	-1	13	-2	-0.2	-8	7	-7	-2	-8	0
CSc1nc2ccc(NC(=O)c3ccc(=O)n(C)n3)cc2s1	-4	17	4	-1.0	13	12	-12	-9	-3	8
COC(=O)[C@]1(C)N[C@H](c2ccc(-c3ccc(F)cc3)cc2)[C@@H]2C(=O)N(C)C(=O)[C@@H]21	-1	-7	9	1.3	-7	15	-15	-15	-10	4
O=C(Cc1cccs1)N1CCN(c2cccc(Cl)c2)CC1	0	3	4	0.9	0	4	-4	10	-12	-1
